OXTR agonist: activates the human oxytocin receptor; CHO-OTR cells, Fluo-8 calcium fluorescence; normalized: DMSO 0%, oxytocin 100%; hit rate 0.32% among 320,000; P30559; activation, % at 3 µM;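 active = activation above the mean of all tested compounds plus 3 SD, cutoff set per screening run, cut at about 20% in these data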;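 also: peak over basal fluorescence ratio from a 100 s FLIPR kinetic read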
Target sequence (P30559 whole entry, looked up): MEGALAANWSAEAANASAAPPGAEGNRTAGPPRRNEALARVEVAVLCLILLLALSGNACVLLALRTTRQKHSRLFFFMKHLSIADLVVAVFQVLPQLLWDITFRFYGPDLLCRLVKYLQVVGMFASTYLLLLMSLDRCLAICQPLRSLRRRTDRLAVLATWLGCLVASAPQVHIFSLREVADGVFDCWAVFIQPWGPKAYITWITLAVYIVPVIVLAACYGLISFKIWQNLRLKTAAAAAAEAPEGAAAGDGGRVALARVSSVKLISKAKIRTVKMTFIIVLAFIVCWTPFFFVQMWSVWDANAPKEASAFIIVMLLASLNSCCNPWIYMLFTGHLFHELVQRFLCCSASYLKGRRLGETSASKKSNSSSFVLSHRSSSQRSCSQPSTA
V1R ag counter: activates human V1a receptor in oxytocin agonist counter-screen | activation, % at 3 µM | hit rate 0.25% among 320,000 | CHO-V1R cells, Fluo-8 calcium fluorescence, agonist mode; 0% DMSO, 100% 3 nM vasopressin;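 active = activation above the mean activation of all tested compounds plus 3 SD, per screening run, cut at about 20% in these data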;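 also: signal is peak over basal fluorescence ratio across a 100 second FLIPR read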
Target sequence (P37288 whole entry, looked up): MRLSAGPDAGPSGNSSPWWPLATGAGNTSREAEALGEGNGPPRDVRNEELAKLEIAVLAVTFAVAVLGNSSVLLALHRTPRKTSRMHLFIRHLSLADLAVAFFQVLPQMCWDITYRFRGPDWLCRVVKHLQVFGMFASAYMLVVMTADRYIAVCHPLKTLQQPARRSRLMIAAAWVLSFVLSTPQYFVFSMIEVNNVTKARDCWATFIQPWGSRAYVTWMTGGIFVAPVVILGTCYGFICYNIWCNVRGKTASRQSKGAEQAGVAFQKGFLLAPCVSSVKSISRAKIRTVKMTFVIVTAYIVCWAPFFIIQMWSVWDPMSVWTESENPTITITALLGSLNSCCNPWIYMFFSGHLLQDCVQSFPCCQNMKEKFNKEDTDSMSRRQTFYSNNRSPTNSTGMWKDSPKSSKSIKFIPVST
CHO parental Ca: counter-screen: ATP calcium response change in parental CHO cells. parental CHO-K1, ATP-induced calcium, Fluo-8 fluorescence. inhibition, % at 5.6 µM. hit rate 0.63% among 330,000. AID 463079;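 active = inhibition above that plate's mean sample inhibition plus 3 SD, cut at about 26% in these data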;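 also: 0% = ATP-challenged DMSO wells and 100% = DMSO wells without ATP; some compounds past the cut are filed as inactive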
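Assay system – parental CHO cells · Reagent – ATP stimulus · Detection – intracellular calcium via Fluo-8 no-wash fluorescent dye · Evaluation – percent inhibition of ATP-evoked calcium rise, normalized to controls · Controls – ATP wells versus no-ATP DMSO wells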
OXTR potentiate: potentiators of human oxytocin receptor; P30559; CHO-OTR cells, Fluo-8 calcium fluorescence, potentiator mode; 0% = oxytocin EC15, 100% = EC100; activation, % at 3 µM; hit rate 0.061% among 320,000;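 active = activation above that plate's cutoff, the mean activation of tested compounds plus 3 SD, cut at about 6.6% in these data, passing the limit was not always enough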;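 also: 100% uses oxytocin at 75 nM as the full agonist control; some results filed as inactive read as strong as hits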
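Measured by – Fluo-8 calcium dye fluorescence · Test system – human OTR in CHO cells · Dosing – one concentration, 3.0 µM compound · Controls – EC15 oxytocin alone as 0%, 75 nM oxytocin as 100% · Evaluation – normalized max/min fluorescence ratio, % activation · Timing – 6 min pre-incubation, 100 s read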
TAAR1 antag: antagonists of human TAAR1 | CHO RD-HGA16 TAAR1, Fluo-8 calcium fluorescence, antagonist | hit rate 1.5% among 360,000 | Q96RJ0 | inhibition, % at 3 µM | AID 624466;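 active = inhibition above a per-plate cutoff, the mean inhibition of test compounds on that plate plus 3 SD, cut at about 49% in these data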;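 also: 0% = DMSO plus EC80 beta-PEA response and 100% = DMSO alone without agonist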
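Test system – hTAAR1-expressing CHO RD-HGA16 cells, Gα16-coupled · Also added – β-PEA at EC80 concentration, post-compound challenge · Compound – 3 µM, single point · Incubation – dye loading 75 min at 37 °C, then 30 min room temperature · Measured by – Fluo-8 intracellular calcium dye fluorescence, real-time kinetic reads · Benchmarks – vehicle and agonist controls · Replicates – singlicate, one well per test compound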
CHRM1 antagonist: antagonists of human M1 muscarinic receptor | inhibition, % at 3 µM | hit rate 1.3% among 360,000 | CHO-K1 hM1, Fluo-8 calcium fluorescence, ACh EC80 antagonist | AID 588852 | P11229;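 active = percent inhibition above its own plate's cutoff, namely the mean of that plate's compound wells plus 3 SD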;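 also: peak over basal fluorescence ratio during 140 s after agonist addition; 0% = ACh EC80 plus DMSO and 100% = DMSO alone without agonist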
TAAR1 ag: human TAAR1 agonism; Q96RJ0; CHO RD-HGA16 TAAR1, Fluo-8 calcium fluorescence; vehicle wells 0%, saturating PEA agonist 100%; activation, % at 3 µM; hit rate 0.99% among 360,000;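 active = activation above the mean activation of all test compounds in the run plus 3 SD, cut at about 38% in these data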
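Benchmarks: low control DMSO, high control PEA (EC100); System: CHO RD-HGA16 cells carrying human TAAR1 plus Gα16; Detection: Fluo-8 fluorescence, 5 s baseline then 140 s kinetic read; Schedule: 17-24 h plating, Fluo-8 75 min 37 °C, 30 min RT; Read-out basis: % activation from peak over basal fluorescence ratio, DMSO-to-PEA scaled.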
M1 ag: agonists of human M1 muscarinic receptor. CHO-K1 hM1, Fluo-8 calcium fluorescence, agonist mode; 0% DMSO, 100% acetylcholine EC100. activation, % at 3 µM. hit rate 0.33% among 360,000. AID 588814;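 active = activation above the run's mean compound activation plus 3 SD, cut at about 16% in these data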;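 also: peak over basal fluorescence ratio within a 140 s kinetic read after compound addition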
M1 PAM: potentiates human M1 receptor response to acetylcholine | P11229 | CHO-K1 hM1, Fluo-8 calcium fluorescence, ACh EC20; 0% = ACh EC20, 100% = maximal ACh | activation, % at 3 µM | hit rate 0.088% among 360,000; in the data active = activation above about 19%, passing the limit was not always enough
Numbers without * were called inactive; · = not tested or not shown.

SMILES | OXTR agonist | V1R ag counter | CHO parental Ca | OXTR potentiate | TAAR1 antag | CHRM1 antagonist | TAAR1 ag | M1 ag | M1 PAM
CCc1ccc(NC(=O)C(CC)c2ccccc2)cc1 (stereo not drawn) | 27* | 35* | 39* | -8 | 37 | 17 | 71* | 26* | -6
COC(=O)c1ccccc1NC(=O)C/C(C)=N/NC(=O)Cc1ccc(Cl)cc1 | -1.4 | 1.3 | -22 | -14 | 4 | -9 | -2 | -6 | 6
COc1cc(C(=O)N2CCC(NC(=O)C(Cc3ccccc3)NC(C)=O)CC2)cc(OC)c1OC (stereo not drawn) | 0.1 | -0.1 | -3 | -6 | 9 | 1 | 10 | 10 | 10
O=C(Nc1c[nH]c(=O)[nH]c1=O)c1ccc([N+](=O)[O-])cc1 | -0.2 | 0.5 | -5 | -7 | -8 | 5 | 3 | -9 | 6
OCC[C@H]1C[C@H](O)[C@@H](O)[C@]2(CCCc3ccccc3O2)O1 | 0.3 | 1.2 | -5 | -11 | -13 | -13 | 9 | 1 | 9
O=C(Cc1c(O)c2ccccc2[nH]c1=O)N(Cc1ccccc1)Cc1ccccc1 | 1.4 | -0.5 | -12 | -2 | -3 | -2 | 3 | -3 | 5
CCOC(=O)N1CCN(C(=O)CCC(=O)N2CCOc3ccc(C)cc32)CC1 | -1.8 | -1.1 | -9 | -4 | 8 | 5 | 6 | -1 | 4
CCOC(=O)C1CCN(C(=S)Nc2ccc(C)cc2)CC1 | 0.1 | 0.9 | -8 | -13 | 9 | 5 | 11 | -2 | -3
CCCC(=Nc1ccccc1)C1=C(O)C(C(=O)OC)C(C)(C)CC1=O (stereo not drawn) | -0.1 | 0.7 | -6 | -4 | -2 | -31 | 2 | 2 | 10
COc1ccc(C(=O)NC(=S)N2CCNC(=O)C2CC(=O)OC(C)C)cc1 (stereo not drawn) | -1.2 | 1.8 | -11 | -4 | -16 | -1 | 4 | -4 | 2
O=C(NC1CCS(=O)(=O)C1)c1cccc(S(=O)(=O)N2CCCCCC2)c1 (stereo not drawn) | -0.6 | 0.9 | -4 | 2 | 2 | -6 | 4 | -4 | 5
COc1ccc(NS(=O)(=O)c2cc(NC(=O)CC3CCCC3)ccc2N2CCOCC2)cc1 | -1.9 | -0.3 | -18 | -22 | 15 | 13 | 3 | -4 | -5
COc1ccc(C)cc1NC(=O)C1CCN(C(=O)C2CC(=O)N(c3ccc(C)cc3)C2)CC1 (stereo not drawn) | -1.3 | -1.1 | -1 | -1 | -8 | -8 | -1 | 0 | 9
CCOC(=O)N1c2ccccc2C=CC1OCC (stereo not drawn) | 1.2 | 0.2 | -15 | 0 | · | · | · | · | ·
COc1ccccc1OCC(=O)Nc1cccc(S(=O)(=O)NC2=NCCCCC2)c1 | 1.4 | 0.0 | -23 | -9 | 4 | -20 | 3 | -2 | 12
C[C@@H]1CC=C[C@H]2[C@H]1C(=O)N(Cc1ccccc1)[C@H]2c1ccc(C(F)(F)F)cc1 | -2.4 | -1.3 | -35 | -12 | 36 | -13 | 12 | -2 | 13
Cc1c(NC(=O)c2ccc(N3C(=O)C4C5C=CC(C5)C4C3=O)cc2)c(=O)n(-c2ccccc2)n1C (stereo not drawn) | -0.2 | 0.9 | 10 | -18 | -4 | -5 | 17 | -3 | 4
COc1cc(/C=C2\C(=O)N(c3ccccc3)N=C2C)ccc1Oc1ccc([N+](=O)[O-])cc1[N+](=O)[O-] | -0.8 | 1.1 | 8 | -9 | -7 | -1 | 2 | -1 | 7
CCOC(=O)CNC(=O)COc1coc(CN2CCN(c3ccccc3)CC2)cc1=O | -0.6 | -0.8 | 5 | -12 | -17 | 11 | 4 | -2 | -2
COc1ccc(NC(=O)CCS(=O)(=O)c2cccc3nonc23)c(OC)c1 | -2.4 | -1.0 | -8 | -4 | 14 | -5 | 0 | -3 | 12
S=c1nc[nH]c2c1sc1nc(-c3ccccc3)c3c(c12)CCCC3 | -0.9 | -0.6 | -10 | -7 | -4 | 8 | 16 | -6 | -2
CCS(=O)(=O)c1nc(S(=O)(=O)c2ccc(Cl)cc2)c(NCCCN2CCOCC2)s1 | 1.6 | 1.4 | -25 | -8 | -7 | -7 | 2 | -9 | 2
CCOCc1nnc(NC(=O)c2ccc3c(c2)OCO3)s1 | -0.6 | 1.5 | -4 | -3 | 6 | -8 | 3 | 0 | -1
CC(C)COc1ccc(C(=O)Nc2ccc(NC(=O)c3ccco3)c(Cl)c2)cc1 | 1.2 | 0.6 | -11 | -1 | 2 | -6 | 11 | -2 | 6
CSc1sc(C(=O)NCC2CC2)c(-c2cccs2)c1C#N | -2.6 | -1.4 | -31 | -1 | -34 | -18 | -2 | -2 | 11
Continued.
SMILES | OXTR agonist | V1R ag counter | CHO parental Ca | OXTR potentiate | TAAR1 antag | CHRM1 antagonist | TAAR1 ag | M1 ag | M1 PAM
O=C(Nc1ccnn1C1CCN(C(=O)c2ccc(F)cc2)CC1)C1CCOC1 (stereo not drawn) | 0.5 | 0.6 | 0 | 1 | -2 | -10 | 1 | -3 | 5
O=C(CC1CCCCC1)Nc1ccc(-c2ccc3nncn3n2)cc1 | 1.6 | 0.5 | 2 | -6 | -38 | -8 | 3 | -3 | 2
CC1(C)CC(=O)c2c(O)c(-c3ccccc3)c(=O)n(-c3ccccc3)c2C1 | -1.4 | 2.1 | -15 | -2 | 0 | 3 | 1 | -7 | 3
O=C(CSc1nnc(NC(=O)C2CC2)s1)NCc1ccccc1 | 0.8 | 0.6 | 4 | 1 | -33 | -17 | 2 | -3 | 13
COc1cc(CN2CCN(CCCc3ccccc3)CC2CCO)cc(OC)c1 (stereo not drawn) | 0.6 | 2.3 | -18 | -18 | -27 | 28 | -1 | -11 | -24
CC1Cc2ccccc2N1C(=O)CNCCCN(C)C (stereo not drawn) | 0.0 | -0.3 | 2 | -8 | -3 | -12 | 3 | -5 | 8
Cc1ccc(CCC(=O)Nc2ccc([N+](=O)[O-])cc2)o1 | -1.6 | 0.3 | 9 | -3 | -4 | -15 | 5 | -1 | 14
CCC1CN(C(=O)NCc2ccccc2)c2ccccc2O1 (stereo not drawn) | · | · | · | · | -15 | -13 | -3 | -7 | 6
COc1ccc(Cn2c(O)c(C=Nc3ccc(O)cc3)c3ccccc3c2=O)cc1 | -0.6 | 1.1 | -7 | 1 | -1 | 0 | -1 | -3 | 3
Cc1[nH]c2ccccc2c1NC(=O)CN1CCN(C(=O)c2ccco2)CC1 | 0.4 | 0.0 | -10 | -4 | -10 | -5 | 0 | -5 | 6
NCCNC(=O)Cn1c(=O)c2c3c(sc2n(Cc2ccccc2)c1=O)CCCC3 | 0.2 | 0.4 | -17 | -4 | -15 | 9 | -1 | -10 | -4
COc1cc([C@H]2[C@@H]3CCCC[C@]3(O)CCN2Cc2ccccc2F)ccc1O | -0.2 | 0.1 | -15 | -5 | -4 | 5 | 5 | -3 | -1
COc1cc(-c2nn3c(-c4ccccc4)nnc3s2)cc(OC)c1OC | 0.4 | -0.7 | -17 | -2 | -4 | -4 | 4 | 0 | 11
Cc1occc1C(=O)N/N=C/C=C/c1ccccc1 | -0.1 | -0.9 | 5 | -7 | 32 | -4 | 4 | -4 | 7
COc1cccc(Nc2ncccc2C(=O)Nc2ccccc2)c1 | 1.1 | -0.6 | -17 | -8 | 25 | 6 | 8 | -1 | 2
C=CCNc1cc(=O)n(Cc2ccccc2)c(=O)[nH]1 | 0.6 | 2.2 | 26 | -5 | -16 | -4 | 0 | 0 | 8
COc1cc(SC)ccc1C(=O)NCc1ccc(C)cc1 | -1.7 | -1.4 | -11 | 1 | -5 | 3 | 4 | -6 | 0
CC(=O)NN1C(=O)c2ccc(Oc3cccc([N+](=O)[O-])c3)cc2C1=O | 0.7 | 0.4 | -17 | -5 | -18 | -5 | 10 | -4 | -1
Cc1cc(C)n(CCc2nc3c4ccccc4n(CC#N)c(=O)n3n2)n1 | 0.5 | -0.8 | -3 | -10 | -3 | -2 | 9 | -1 | 6
CS(=O)(=O)c1ccc(Cl)c(C(=O)NC2CCSc3ccccc32)c1 (stereo not drawn) | 1.1 | 1.4 | -4 | -9 | -8 | -6 | 2 | -11 | 3
O=C(Nc1ccccc1)C12CC3CC(C1)CC(n1cnc([N+](=O)[O-])n1)(C3)C2 | 0.7 | 1.1 | -16 | -6 | 6 | -26 | 18 | -2 | 5
COc1cc(CCC(=O)NCC2CCCO2)cc(OC)c1OC (stereo not drawn) | 0.1 | -1.3 | -4 | 1 | -19 | -14 | 7 | -1 | 3
CCCNc1c(NS(=O)(=O)c2c(F)c(F)c(F)c(F)c2F)c(=O)oc2ccccc12 | 0.0 | 0.1 | -9 | -3 | -13 | -7 | 2 | -1 | 9
COc1ccc(-n2nc(C(=O)NCC(=O)NCCC3=CCCCC3)c3ccccc3c2=O)cc1 | -1.5 | -1.3 | -14 | -6 | 21 | -12 | 8 | -6 | 10
Cc1cccc(NS(=O)(=O)c2cc(C(=O)OC(C)C(=O)NCc3ccc4c(c3)OCO4)ccc2C)c1 (stereo not drawn) | 0.8 | 3.8 | -20 | -8 | 14 | 0 | 5 | -5 | -5
Cc1ccc(C(=O)c2sc3nsc(C)c3c2N)cc1 | 0.3 | 0.6 | -15 | -8 | 2 | -10 | 6 | -4 | 10
COc1ccccc1CCNC(=O)C(=O)NCC1OCCN1S(=O)(=O)c1ccc2c(c1)OCCO2 (stereo not drawn) | 2.7 | 3.7 | -3 | -10 | 0 | 7 | 39* | -3 | -5
COc1ccc(C2c3c(oc4ccccc4c3=O)C(=O)N2CCN2CCOCC2)cc1OC (stereo not drawn) | 0.5 | -0.6 | -7 | -8 | -18 | 10 | 1 | -3 | -3
O=C1CC(=C2c3ccccc3-c3ccccc32)C(=O)N1CCCCN1CCN(c2ccccc2)CC1 | 1.6 | -0.4 | -9 | 8 | · | 10 | · | -4 | -3

Some entries already given, reduced to TAAR1 antag and CHO parental Ca:
SMILES,TAAR1 antag,CHO parental Ca
COC(=O)c1ccccc1NC(=O)C/C(C)=N/NC(=O)Cc1ccc(Cl)cc1,4,-22
COc1cc(C(=O)N2CCC(NC(=O)C(Cc3ccccc3)NC(C)=O)CC2)cc(OC)c1OC (stereo not drawn),9,-3
